HP1b chromo inh: blocks HP1-beta chromodomain binding to methylated histone tails | P83916 | AlphaScreen HP1-beta / biotin-H3K9me3 peptide binding | Potency, µM (top dose mostly 114 µM), for the others: at the highest dose activity change, negative = inhibition, actives largely listed as inhibitors | 0.56% of 390,000 active; further: potency means the concentration at half of the fitted maximal effect; nearly all actives have a fitted effect of over 70% in size; inactives centre near 23
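AlphaScreen: HP1-beta (50 nM) preformed 30 min with biotin-H3(1-18)K9me3 peptide (50 nM) in PBS pH 7.4, 0.01% Tween-20. Compound added for 30 min at RT, then streptavidin donor/nickel chelate acceptor beads (10 ug/mL) for 30 min.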
TrxR1 inh: blocks rat thioredoxin reductase 1. recombinant rTrxR1, NADPH fluorescence consumption, selenite substrate. AID 588453. Potency, µM (titrated, usually from 114 µM), for inactives: at the top dose activity change, negative = inhibition, hits mostly inhibitors. 1% of 390,000 active. O89049; further: potency means the concentration at half of the fitted maximal effect; on the % scale 0 is the no-effect control and ±100 the full control effect; nearly all actives have a fitted effect of over 65% in size
Target sequence (O89049 whole entry, looked up): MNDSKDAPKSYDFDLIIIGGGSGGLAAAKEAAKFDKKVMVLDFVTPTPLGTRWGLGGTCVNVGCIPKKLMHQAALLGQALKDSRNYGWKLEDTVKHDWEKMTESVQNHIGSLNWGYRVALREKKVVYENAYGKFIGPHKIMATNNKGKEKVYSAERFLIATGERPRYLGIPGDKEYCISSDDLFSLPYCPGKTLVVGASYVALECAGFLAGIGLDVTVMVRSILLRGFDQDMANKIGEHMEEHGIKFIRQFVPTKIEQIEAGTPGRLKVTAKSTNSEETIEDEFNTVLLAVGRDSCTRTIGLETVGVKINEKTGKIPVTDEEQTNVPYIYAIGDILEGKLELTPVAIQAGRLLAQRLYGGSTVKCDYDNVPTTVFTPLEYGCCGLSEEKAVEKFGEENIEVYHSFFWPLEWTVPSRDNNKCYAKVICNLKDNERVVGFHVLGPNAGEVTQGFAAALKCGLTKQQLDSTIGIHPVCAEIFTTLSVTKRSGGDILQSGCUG
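Rat TrxR1 (90 nM in the dispensed reagent) was pre-reduced with 400 uM NADPH for 5 min at room temperature, then incubated with compound for 15 min. After 400 uM selenite was added, NADPH fluorescence (Ex 340/Em 450 nm) was followed for 8 min.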
GLS inh: blocks human kidney-isoform glutaminase activity. 0.21% of 410,000 active. Potency, µM (titrated, usually from 45.5 µM), for inactives: at the top dose activity change, negative = inhibition, actives largely listed as inhibitors. O94925. GLS enzymatic activity, qHTS titration. AID 624170; further: potency means the concentration at half of the fitted maximal effect; on the % scale 0 is the no-effect control and ±100 the full control effect
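Two-point fluorescence kinetic (t0, 30 min RT) for hKGA; glutamate detected via glutamate oxidase–HRP–Amplex Red. Substrate: 1 mM L-glutamine solution; buffer 45 mM KH2PO4, pH 8.2.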
PI4K2A inh: blocks human PI4K2A kinase activity. AID 1346378. 0.13% of 420,000 active. activity change, negative = inhibition, % at 76.9 µM. purified PI4K2A, ADP-Glo luminescence, 1 h; active compounds read low; in the data active means activity change below about -50%; inconclusive means mostly about -30% to -49%;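 further: -100% = wells without enzyme as full effect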
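PI4K2A activity was measured by ADP-Glo luminescence: enzyme (4 ug/mL stock) and phosphatidylinositol (1.2 mM stock) in Tris pH 7.5/MgCl2/EGTA/Triton X-100 buffer were reacted with ATP (300 microM stock) for one hour at ambient temperature.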
Pin1 inhibitor: human Pin1 inhibition; Q13526; Pin1 FP peptide displacement, HiFluor488, 10 min; Potency, µM (series often up to 115 µM), for inactives: top-dose activity, negative = inhibition, hits mostly inhibitors; 0.009% of 390,000 active; AID 504891; active means well fitted inhibition curve with a large enough effect in the polarisation, with a control signal flat, not every such curve was filed as active; inconclusive means small, poorly fitted or top-dose-only effect, or effect the other way, or a change in a side signal; inactive means no such curve, though single readings can be large or run the other way; the % refers to the polarisation; further: potency means the concentration at half of the fitted maximal effect; on the % scale 0 is the no-effect control and ±100 the full control effect
USP1 inh: blocks the human USP1/UAF1 deubiquitinase complex. O94782. recombinant USP1/UAF1, Ub-Rhodamine cleavage fluorescence. Potency, µM (series often up to 57.1 µM), for the others: at the top dose activity change, negative = inhibition, actives largely listed as inhibitors. 0.23% of 390,000 active; further: potency means the concentration at half of the fitted maximal effect; on the % scale 0 is the no-effect control and ±100 the full control effect; nearly all actives have a fitted effect of over 60% in size; inactives centre near -12
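1 nM enzyme complex + cpd, 15 min RT; start with Ub-Rho 150nM final; kinetic fluorescence ex 480/em 540, 6 reads q60 s. Buffer 50mM HEPES pH 7.8, 0.5mM EDTA, 0.1 mg/ml BSA, 1mM TCEP, 0.01% Tween-20.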
PGK inhibitor: inhibitors of T. brucei phosphoglycerate kinase. Potency, µM (highest dose often 57.5 µM), for inactives: at the top dose activity change, negative = inhibition, hits mostly inhibitors. P07378. 0.043% of 380,000 active. AID 602233. PGK/GAPDH coupled, Kinase-Glo luminescence, 60 min; further: potency means the concentration at half of the fitted maximal effect; on the % scale 0 is the no-effect control and ±100 the full control effect; nearly all actives have a fitted effect of over 60% in size
Target sequence (P07378 whole entry, looked up): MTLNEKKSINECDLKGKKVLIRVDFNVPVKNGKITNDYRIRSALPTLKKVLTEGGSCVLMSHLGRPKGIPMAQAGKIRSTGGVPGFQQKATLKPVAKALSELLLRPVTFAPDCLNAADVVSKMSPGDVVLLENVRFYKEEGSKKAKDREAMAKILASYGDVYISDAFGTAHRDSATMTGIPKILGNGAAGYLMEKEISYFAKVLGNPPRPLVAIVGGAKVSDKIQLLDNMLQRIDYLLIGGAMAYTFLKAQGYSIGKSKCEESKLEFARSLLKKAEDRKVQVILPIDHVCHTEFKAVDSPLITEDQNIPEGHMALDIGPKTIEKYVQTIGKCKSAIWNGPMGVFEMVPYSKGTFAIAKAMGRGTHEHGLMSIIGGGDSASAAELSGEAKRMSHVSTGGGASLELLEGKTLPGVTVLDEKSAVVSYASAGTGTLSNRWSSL
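Luminescent ATP detection (Kinase-Glo Plus) follows a 60-minute room-temperature incubation, with wells lacking PGK as controls. Buffer: 100 mM TEA (pH 7.6), 5 mM MgCl2, 0.01% Tween-20. Coupling enzyme GAPDH (100 nM final) supplies unstable 1,3-BPG in-well.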
TrxR1 substrate: is turned over as a substrate by rat TrxR1 | O89049 | purified TrxR1 substrate turnover, NADPH consumption readout | Potency, µM (top dose mostly 114 µM), inactives show top-dose activity change, negative = substrate turnover | 0.01% of 390,000 active | AID 588456; further: potency means the concentration at half of the fitted maximal effect; on the % scale 0 is the no-effect control and ±100 the full control effect; nearly all actives have a fitted effect of over 50% in size
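Rat TrxR1, dispensed at 90 nM, was prereduced with 400 uM NADPH (final) for 5 min at ~22 deg C, then incubated with compound 15 min before 400 uM selenite. A first-read NADPH fluorescence drop versus no-compound background flagged substrates.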
mIDH1 inhibitor: blocks human mutant IDH1 R132H enzyme; 0.093% of 390,000 active; IDH1-R132H enzyme, NADPH consumption, diaphorase/resazurin fluorescence; Potency, µM (series often up to 76.6 µM), for the others: at the highest dose activity change, negative = inhibition, most hits filed as inhibitors; O75874; AID 602179; further: potency means the concentration at half of the fitted maximal effect; on the % scale 0 is the no-effect control and ±100 the full control effect; nearly all actives have a fitted effect of over 65% in size
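IDH1-R132H (0.5 ug/mL) preincubated 30 min with compound, then NADPH (0.016 mM) and alpha-KG (2 mM) added; 80 min at RT, pH 7.5. Remaining NADPH coupled via diaphorase/resazurin to fluorescence (540/590 nm); concentration-response curves normalized to no-enzyme control.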
The depositor's hits bear a star; i = inactive; ? = inconclusive; . = no result given; [ ] = remark or other dose. Unless noted, the call rests on the fitted dose curve; in most records, active means well fitted curve in the direction sought with a large enough effect; inconclusive means small, poorly fitted or top-dose-only effect, or another doubt; inactive means no such curve, though single readings can be large; an effect the other way counts as inactive or inconclusive. The list is partial (hit frequency here may not be typical).

SMILES	HP1b chromo inh	TrxR1 inh	GLS inh	PI4K2A inh	Pin1 inhibitor	USP1 inh	PGK inhibitor	TrxR1 substrate	mIDH1 inhibitor
Cc1cc(C(=O)N2CCCC(Nc3ccc(F)cc3)C2)c(C)o1 (centres undefined)	-9%	10%	18%	-4	-11%	-5%	-4%	-5%	-8%
Cc1ccc(F)cc1CNC(=O)C1CCC(=O)N(CCCN2CCCC2=O)C1 (centres undefined)	9%	13%	3%	-1	3%	-6%	-3%	2%	-10%
C=CCn1c(SCC(=O)Nc2cccc(OC)c2)nnc1-c1cccnc1	43%[activator]	10%[57.1 µM]	-8%	2	4%	-5%	-6%	6%	-4%
CSc1ccc(CCNS(=O)(=O)c2c(C)[nH]c(C)c2C(=O)N2CCCCC2)cc1	13%	8%	-1%	-8	1%	-10%	-6%	3%	-4%
CC(=O)N1CCN(C(=O)CCC(=O)O)CC1	20%	24%	-4%	1	-4%	-7%	i	5%	6%
O=C(CS(=O)(=O)Cc1ccccc1)N1CCN(c2cccc(C(F)(F)F)c2)CC1	-20%	-1%	-1%	-3	4%	-14%	8%	-6%	3%
COc1ccc(Cl)cc1NC(=O)COc1cccc2c(=O)n(C)ccc12	0%	-4%[57.1 µM]	-2%	4	59%[activator]	?	-3%	-4%[57.1 µM]	-1%
COCCSc1ccccc1C(=O)Nc1ccccc1C#N	53%[activator]	20%	-28%	-2	-4%	-9%	i	-4%	1%
Cn1c(SCC(=O)Nc2cccc(F)c2)nc2c(c1=O)SCC2	-2%	-11%	0%	-1	-4%	-15%	1%	-8%	3%
COc1ccc(-c2cn[nH]c2-c2ccc(OCc3ccc([N+](=O)[O-])cc3)cc2O)cc1OC	5%	11%	3%	-2	3%	-17%	i	-8%	2%
CCn1c(N2CCN(S(=O)(=O)c3ccccc3)CC2)nc2ccccc21	32%	23%	-1%	1	-1%	-12%	-2%	-3%	-3%
CCCC(=O)N(CCN1CCOCC1)c1nc2c(OC)ccc(C)c2s1	26%	21%	-5%	2	0%	-16%	-3%	-2%	8%
Cc1cccc(-n2ncc3c(=O)[nH]c(SCC(=O)NCCC4=CCCCC4)nc32)c1	31%	20%	-6%	-2	-6%	-13%	-3%	4%	5%
CCOC(=O)C1=C(CS(=O)(=O)c2ccc(OC)c(Cl)c2)NC(=O)NC1c1cccc(OC)c1 (centres undefined)	18%	10%	-3%	-2	0%	-21%	0%	-1%	-8%
CCOC(=O)CC(NS(=O)(=O)c1ccc2[nH]c3c(c2c1)CCCC3)c1ccccc1Cl (centres undefined)	?	?	5%	-4	9%	-16%	0%	-13%	-13%
CN(C)c1nc(N(C)C)nc(N2CC(CCl)OC2=N)n1 (centres undefined)	-10%	4%[57.1 µM]	-2%	2	-6%	-17%	-3%	1%[57.1 µM]	-3%
O=C1NC[C@@H](Cc2ccc(O)cc2)N(CCc2cccc3ccccc23)C1=O	12%	6%	9%	-2	5%	-8%	-1%	2%	-13%
CC(C)Cn1cnc2c1c(=O)n(CC(=O)N(C)C)c(=O)n2Cc1ccccc1	15%	20%[57.1 µM]	0%	0	2%	-9%	4%	6%[57.1 µM]	14%
CCC(C)[C@H](NC(=O)[C@@H]1Cc2ccccc2CN1)C(=O)NCc1ccc(C)cc1 (some centres undefined)	.	.	2%	2	.	-9%	-7%	.	0%
O=C1CCCCC1(CCc1ccncc1)CCc1ccncc1	36%	16%[57.1 µM]	-7%	-5	6%	-19%	4%	10%[57.1 µM]	4%
COc1ccc(-c2noc(CSc3nnc(CCc4ccccc4)n3-c3ccccc3)n2)cc1OC	7%	-8%[2.29 µM]	1%	0	23%	-14%	.	8%[57.1 µM]	0%
O=C(NCc1c(F)cccc1F)c1cc(COc2c(F)cccc2F)on1	35%	2%	9%	0	8%	-6%	1%	-6%	-9%
O=C(Cc1ccc(Cl)cc1)Nc1ccc2nn(-c3ccc(Cl)cc3)nc2c1	34%	0%	-1%	-5	7%	-18%	-6%	8%	-9%
Cn1nc(C(F)(F)F)c(-c2ccc(F)cc2)c1NC(=O)c1ccco1	38%	6%	1%	7	2%	-28%	0%	-1%	-5%
CCOC(=O)c1ccc(N2CSC3=C(C#N)C(c4ccc(OC)cc4OC)CC(=O)N3C2)cc1 (centres undefined)	34%	2%[57.1 µM]	1%	-18	9%	?	0%	-3%[57.1 µM]	3%
O=C(/C=C/c1ccc(Cl)c([N+](=O)[O-])c1)Nc1cccc(NC(=O)c2ccco2)c1	25%	-1%	10%	-7	2%	0%	.	-9%	3%
Cc1c(Br)c([N+](=O)[O-])nn1CCCC(=O)Nc1sc2c(c1C(N)=O)CCC(C)C2 (centres undefined)	3%	5%	1%	-1	7%	-13%	i	-4%	4%
O=C(Cn1cnc2onc(-c3ccc(F)cc3)c2c1=O)Nc1ccc(F)c(Cl)c1	27%	13%	2%	0	6%	-16%	-7%	-10%	-16%
Cc1c(NC(=O)c2cc(C3CC3)on2)c(=O)n(-c2ccccc2)n1C	47%[activator]	20%	2%	-6	6%	-9%	-4%	-1%	-9%
COc1ccc(N2CCC(CNC(=S)Nc3cc(C)cc(C)c3)C2)cc1 (centres undefined)	16µM*	1%	?	11	-1%	-4%	16%	0%	2%

Some entries already given, reduced to PGK inhibitor and HP1b chromo inh:
Molecule | PGK inhibitor | HP1b chromo inh
O=C(Cn1cnc2onc(-c3ccc(F)cc3)c2c1=O)Nc1ccc(F)c(Cl)c1 | -7% | 27%
O=C(Cc1ccc(Cl)cc1)Nc1ccc2nn(-c3ccc(Cl)cc3)nc2c1 | -6% | 34%
Cn1nc(C(F)(F)F)c(-c2ccc(F)cc2)c1NC(=O)c1ccco1 | 0% | 38%

(next part)
SMILES	HP1b chromo inh	TrxR1 inh	GLS inh	PI4K2A inh	Pin1 inhibitor	USP1 inh	PGK inhibitor	TrxR1 substrate	mIDH1 inhibitor
O=C(Nc1ccc2c(c1)nc1n2CCN(C2CCCCC2)C1)c1ccco1	27%	?	2%	-22	10%	-22%	4%	-1%	-5%
O=C(O)c1nnn(-c2ccc(F)cc2F)c1-c1ccccc1	-7%	7%[57.1 µM]	-1%	0	-6%	-4%	i	9%[57.1 µM]	-4%
COc1ccc(NS(=O)(=O)c2cc([N+](=O)[O-])ccc2N/N=C/c2c(C)[nH]c3ccccc23)cc1	-20%	16%[57.1 µM]	4%	-4	?	?	-8%	-12%	-1%
O=C(Nc1cc(S(=O)(=O)N2CCOCC2)ccc1Cl)C(=O)c1c(-c2ccccc2)cc2ccccn12	8%	5%	.	2	8%	-22%	2%	1%	1%
C=CCSc1nc(N2CCOCC2)c2c(c1C#N)CC(C)(C)N(C)C2	49%[activator]	-7%	-11%	2	-14%	-30%	-8%	-2%	0%
COc1cc2[nH]c(=O)n(CCCCCC(=O)NC3CCCC3)c(=O)c2cc1OC	36%	8%[0.457 µM]	-18%	3	-14%	-5%	-10%	30%	9%
O=C(/C=C/NCc1cccnc1)c1ccc(-c2ccccc2)cc1	42%[activator]	15%[57.1 µM]	1%	-4	24%	-23%	i	-6%[57.1 µM]	4%
Cc1nn(-c2ccc(F)cc2)c(Cl)c1/C=C(/CCC(=O)O)c1nc2ccccc2s1	-12%	16%[57.1 µM]	?	4	-15%	-19%	-2%	2%[57.1 µM]	2%
CCN(CC)C(=O)C(=O)c1cn(CC(=O)N2CCc3ccccc3C2)c2ccccc12	16%	13%[57.1 µM]	3%	1	4%	-13%	-3%	6%[57.1 µM]	9%
Cc1c(N/N=C(\C#N)C(=O)c2ccccc2)c(=O)n(-c2ccccc2)n1C	73%[activator]	-6%	29%	2	2%	-19%	-3%	-16%	11%
CCc1ccc(-c2cc(C)no2)cc1S(=O)(=O)NCCc1ccccc1	45%[activator]	-10%	5%	8	4%	-18%	2%	-10%	0%
O=[N+]([O-])c1cc(/C=N/N2CCCCC2)ccc1Cl	?	-14%	11%	12	-1%	-23%	-4%	-8%	1%
Cc1cc(C(=O)Nn2c(C3CCCCC3)nc3ccccc3c2=O)ccc1[N+](=O)[O-]	15%	11%	1%	1	-6%	-24%	-6%	-5%	-11%
O=C(COc1ccccc1)N=C1SC2CS(=O)(=O)CC2N1c1ccccc1 (centres undefined)	63%[activator]	12%	6%	0	-4%	-17%	11%	1%	3%
N#Cc1cc([N+](=O)[O-])ccc1Oc1cccc(/C=N/NC(=O)c2ccc(Cl)cc2)c1	27%	-6%	-26%	14	-1%	-17%	-4%	-4%	2%
CCOC(=O)c1c(C)nc(C)c(C(=O)OCC)c1-c1ccc(OC)cc1	30%	9%	-5%	-1	2%	-4%	-7%	-2%	3%
C#CC(C)(C)NC(=O)c1ccccc1OC	9%	1%[57.1 µM]	10%	-4	6%	-1%	-1%	-3%[57.1 µM]	7%
Cc1ccccc1C(=O)N1CCC2CC1c1cc(-c3ccc(F)cc3)ccc12 (centres undefined)	25%	16%	0%	0	2%	?	-2%	-4%	-15%
CN1C(=O)/C(=C/c2ccc(-c3ccccc3[N+](=O)[O-])o2)SC1=Nc1ccc(Cl)c(C(=O)O)c1	-39%	-24%	?	-6	?	?	-16%	-8%	-2%
